ABCB6 inh 2: inhibitors of human ABC transporter ABCB6 | 0.19% of 360,000 active | K562-ABCB6 porphyrin accumulation, flow cytometry, 1 h; hits give low values | Q9NP58 | fluorescence ratio to DMSO, % at 10 µM;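 active = fluorescence ratio to DMSO below 75%, the collection mean minus 3 SD; inconclusive = too few cells collected in the well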;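 note: signal is porphyrin accumulated inside mitochondria; 100% equals median channel fluorescence of DMSO control wells; lower ratio means ABCB6 inhibition with less porphyrin fluorescence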
Glyco luc inh: blocks N-linked glycosylation in D54 reporter cells. D54 ERlucT glycosylation luciferase reporter, 24 h; percent of 100 nM tunicamycin response. reporter increase, % at 12.5 µM. 0.23% of 360,000 active;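 active = mean luciferase reporter signal, scaled so untreated is 0 and the glycosylation-blocking control 100, at or above a set limit in every replicate; inconclusive = mean reaches the limit but not every replicate does; inactive = mean below the limit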;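 note: luciferase carries N-glycosylation sites so blocking glycosylation raises the light; 0% = median of neutral control wells and 100% = median of 100 nM tunicamycin wells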
aDG glyco up: increases alpha dystroglycan glycosylation | activation, % at 10 µM | 0.22% of 360,000 active | Pro5-aDG cells, alpha-DG glycosylation AlphaScreen (IIH6); 0% Pro5, 100% B10-LARGE cell signal;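 active = activation of at least 8% versus controls, or a plate z-score of at least 8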;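 note: Pro5 are CHO cells carrying HIG-tagged alpha-DG that lacks glycosylation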
m5-HT2A agonist: agonists of mouse serotonin 5-HT2A receptor (HTR2A) | P35363 | CHO-K1 mHTR2A beta-arrestin complementation, luminescence; percent of 30 µM serotonin response | activation, % at 7.6 µM | 0.66% of 360,000 active | AID 624169;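 active = activation above a run cutoff, the mean activation of all tested compounds plus 3 SD, cut at about 14% in these data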;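 note: 0% = plate median of compound wells and 100% = 30 µM serotonin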
Target sequence (P35363 whole entry, looked up): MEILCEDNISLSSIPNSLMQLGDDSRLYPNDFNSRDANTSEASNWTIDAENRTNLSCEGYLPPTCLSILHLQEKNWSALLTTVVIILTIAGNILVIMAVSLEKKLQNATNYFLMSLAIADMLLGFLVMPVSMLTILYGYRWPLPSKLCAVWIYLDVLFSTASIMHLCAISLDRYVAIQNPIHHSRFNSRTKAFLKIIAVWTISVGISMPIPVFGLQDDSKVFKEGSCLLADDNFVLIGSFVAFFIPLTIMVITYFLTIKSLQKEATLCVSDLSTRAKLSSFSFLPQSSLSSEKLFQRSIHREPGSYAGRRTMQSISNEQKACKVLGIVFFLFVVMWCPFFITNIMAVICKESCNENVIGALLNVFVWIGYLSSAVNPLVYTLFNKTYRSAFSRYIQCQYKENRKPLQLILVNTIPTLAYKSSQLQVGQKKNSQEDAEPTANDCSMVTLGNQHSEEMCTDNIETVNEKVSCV
CaV13 ICDI inh: Primary screen for inhibitors of IQ motif and Ca2+-dependent inactivation inhibitor domain binding in CACNA1D, Förster resonance energy transfer in living cells, …; HEK cells, CFP/YFP FRET ICDI-IQ, plate reader, 10 min; percent FRET-ratio fall versus neutral wells; inhibition, % at 12.3 µM; 0.098% of 340,000 active;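 active = mean replicate inhibition of at least 30% and at least 1% of replicates passing that level; inconclusive = only one of the two criteria is met; inactive = neither criterion is met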;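 note: 0% = median of the neutral control wells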
Vif imaging: blocks HIV Vif function; 0.35% of 340,000 active; HEK293T cells, Vif self-association by quenched fluorescence, imaging, 24 h; inhibition, % at 7.49 µM; in the data active = inhibition above about 50%, passing the limit was not always enough; inconclusive = no clear call, values can overlap the other calls; inactive = below about 31%; note: some results filed as inactive read as strong as hits
Exocytosis inh: blocks lytic granule exocytosis. TALL-104 LAMP-1 surface exposure, flow cytometry; cells stimulated with thapsigargin and PMA. 0.66% of 360,000 active. AID 651702. inhibition, % at 10 µM;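 active = inhibition above about 55%, limit read from the data; inconclusive = no clear call, values can overlap the other calls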
iPSC survival up: enhancers of human iPSC single-cell survival; hiPSC single-cell survival, ATPlite luminescence; 100% = ROCK inhibitor wells, 0% = DMSO; survival enhancement, % at 20 µM; 0.044% of 360,000 active; AID 602274; in the data active = survival enhancement above about 18%;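 note: cells exposed to compounds for 16 hours before the ATP read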
PDI turbidity: blocks human protein disulfide isomerase activity; 0.052% of 350,000 active; P07237; PDI insulin aggregation turbidity, A650, 90 min; inhibition, % at 10 µM;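 active = mean inhibition across replicates of 30% or more, whatever share of single replicates reach that level; inconclusive = mean inhibition below 30% while every single replicate reaches 30%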;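 note: absorbance from insulin aggregation driven by PDI reduction with DTT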
Target sequence (P07237 whole entry, looked up): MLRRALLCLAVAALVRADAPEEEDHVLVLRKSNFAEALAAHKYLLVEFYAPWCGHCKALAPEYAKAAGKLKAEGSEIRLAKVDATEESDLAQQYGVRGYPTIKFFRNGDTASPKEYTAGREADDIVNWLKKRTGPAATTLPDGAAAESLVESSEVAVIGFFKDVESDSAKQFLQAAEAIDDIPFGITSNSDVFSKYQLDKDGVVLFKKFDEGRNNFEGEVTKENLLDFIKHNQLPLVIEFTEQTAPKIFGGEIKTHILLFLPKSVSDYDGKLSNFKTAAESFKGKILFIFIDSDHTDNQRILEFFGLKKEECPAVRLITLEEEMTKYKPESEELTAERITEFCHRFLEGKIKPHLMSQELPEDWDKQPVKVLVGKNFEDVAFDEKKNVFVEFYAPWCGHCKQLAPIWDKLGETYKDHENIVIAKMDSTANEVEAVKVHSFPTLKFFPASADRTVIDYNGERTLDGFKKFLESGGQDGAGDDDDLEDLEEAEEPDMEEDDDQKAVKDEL
H9c2 protect: modulators protecting cardiomyocytes from myocardial damage. 0.63% of 360,000 active. H9c2 cardiomyocytes, H2O2 injury protection, ATPLite, 2 h. protection from H2O2 cell death, % at 20 µM;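 active = compounds giving at least 50% protection of heart cells from peroxide-induced death in the single-dose screen, raw or plate-pattern-corrected value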;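 note: 0% = DMSO wells with peroxide and 100% = DMSO wells without peroxide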
* marks the source's active call; other numbers are inactive results; i = inactive; ? = inconclusive; · = not tested or not shown.

SMILES | ABCB6 inh 2 | Glyco luc inh | aDG glyco up | m5-HT2A agonist | CaV13 ICDI inh | Vif imaging | Exocytosis inh | iPSC survival up | PDI turbidity | H9c2 protect
Cc1ccc(NC2=NCC(=O)N2Cc2ccc3c(c2)OCO3)c(C)c1 | 91.0 | -5.9 | 0.5 | 0.0 | · | 12.8 | -3.2 | -2.1 | -0.1 | 0.6
CCC(=O)NC(c1cccc([N+](=O)[O-])c1)c1c(O)ccc2ccccc12 (stereo unspecified) | 99.0 | -0.1 | -0.2 | -4.8 | 2.5 | -0.6 | 0.5 | 0.2 | 10.2 | -9.9
Cc1ccccc1OCCc1c(C)[nH]c(=S)[nH]c1=O | 96.0 | 21.6 | 0.2 | 0.3 | -1.8 | 1.6 | 1.0 | -1.1 | 0.3 | 1.3
CCCCN1C(=O)C(=O)N(c2ccccc2)C1=S | 99.0 | -2.6 | 0.6 | 0.9 | -5.0 | 6.2 | 5.9 | -2.3 | -6.2 | -5.7
CCOc1ccc(CN(C)C(C)C(=O)NCCc2ccc(F)cc2)cc1 (stereo unspecified) | 101.0 | -4.1 | 0.0 | -10.3 | -3.4 | 7.0 | 16.2 | -0.4 | -9.3 | 0.3
COc1cc(O)oc1C=Nc1ccc(C(=O)O)cc1 | 100.0 | 0.3 | 0.2 | -7.5 | -3.7 | 10.3 | -1.6 | 2.9 | 6.4 | 4.3
Cc1ccc(NC(=O)CN2C(=O)NC(C)(c3ccc4c(c3)OCO4)C2=O)cc1 (stereo unspecified) | 97.0 | 2.6 | -0.1 | 0.4 | -4.6 | 3.3 | -0.5 | 0.1 | -7.5 | 1.1
CCOC(=O)c1ccc(N2C(=O)CC(N3CCN(C(=O)c4ccccc4)CC3)C2=O)cc1 (stereo unspecified) | 106.0 | 0.1 | -0.6 | 8.9 | 2.9 | -5.2 | 0.1 | 0.4 | 18.9 | -7.8
CCc1ccccc1Nc1cc(C(=O)NCc2ccccn2)c2ccccc2n1 | 90.0 | 2.0 | 0.3 | -0.6 | -16.7 | -0.2 | -0.7 | -5.5 | -5.5 | 13.2
CC[C@@]1(C(=O)OC)N[C@H](CN(C)C(=O)COC)[C@@H]2C(=O)N(C)C(=O)[C@@H]21 | 99.0 | 1.4 | -0.1 | -1.1 | -5.2 | 12.4 | -0.1 | 1.0 | 5.5 | -0.1
CC(C)(C)c1cc(S(=O)(=O)CCc2ccccn2)cc(C(C)(C)C)c1F | 98.0 | -3.4 | -0.2 | -5.6 | -8.5 | 3.0 | -6.8 | 2.0 | -3.3 | -5.9
CC(C)C[C@@H]1CC2=C(C(=O)OC(C)(C)O2)[C@H](c2ccc(Cl)cc2)O1 | 99.0 | · | -0.2 | 1.2 | -5.2 | · | -1.7 | -0.2 | · | ·
Cc1nn(Cc2ccc(Cl)cc2)c(C)c1NC(=O)c1cc(-c2ccco2)on1 | 95.0 | -0.9 | 2.0 | 3.2 | -5.8 | -12.6 | -1.7 | -2.5 | 3.5 | -14.0
COc1ccc(N(CC(=O)NCc2cccs2)S(=O)(=O)c2ccc(F)cc2)cc1 | 102.0 | -1.1 | 0.3 | -8.8 | -3.4 | 18.9 | -12.6 | -0.1 | -0.9 | 5.0
CN(CC(=O)Nc1ccccc1C(F)(F)F)C(=O)CCc1nc2ccccc2c(=O)[nH]1 | 99.0 | -1.8 | -0.1 | -1.3 | -6.2 | -1.4 | -5.8 | -0.5 | 0.9 | 21.2
C=CCN1C(=O)/C(=C\c2ccc(Cl)cc2)N=C1SCC(=O)NC1CCCCC1 | 102.0 | 0.4 | 0.2 | 10.8 | · | 7.3 | -4.0 | -2.7 | -3.5 | -0.6
CN(CC(=O)Nc1ccc(F)c(F)c1F)C(=O)C1CSC2(C)CCC(=O)N12 (stereo unspecified) | 95.0 | -0.2 | -0.3 | -11.2 | -5.9 | 5.2 | -3.2 | 0.4 | 0.8 | -2.9
O=C(CN1C(=O)NC2(CCc3ccccc32)C1=O)c1ccccc1 (stereo unspecified) | 88.0 | · | -0.1 | 4.9 | -1.3 | · | 28.1 | -0.1 | 2.8 | 2.5
O=C(O)C1CCN(C(=O)c2ccc3c(c2)OCO3)CC1 | 97.0 | -1.5 | 0.1 | -11.5 | · | -4.9 | -2.7 | -0.3 | -3.9 | 4.4
C/C(=N\NC(=O)C(N)=O)c1cccc([N+](=O)[O-])c1 | 101.0 | 0.0 | -0.2 | 6.7 | -5.2 | -4.6 | -1.4 | -0.8 | -0.9 | 2.6
O=C(CN1CCCCC1)NC(=O)Nc1ccccc1F | 96.0 | 0.6 | 0.0 | 5.2 | -6.0 | -4.5 | -7.8 | -0.1 | 0.6 | 1.1
O=C(OCC(=O)N1CCCc2ccccc21)c1cnc(Cl)c(Cl)c1 | 109.0 | 1.2 | -0.2 | -0.7 | -5.0 | 0.5 | 0.8 | -3.6 | 1.3 | 4.0
COc1cc(/C=N\NC(=O)c2cccnc2)ccc1OC(=O)c1ccccc1Cl | 97.0 | -0.7 | 0.1 | -4.0 | -6.5 | -0.9 | 0.8 | 0.0 | -9.3 | 55.3*
O=C(CCC1CCCCC1)NCc1ccncc1 | 87.0 | 3.7 | -0.2 | -0.4 | -7.7 | -1.8 | -2.3 | -1.6 | -3.3 | 4.9
O=C(Cc1ccc(F)cc1)NCC1CCCO1 (stereo unspecified) | 100.0 | 2.3 | 0.5 | -1.4 | -9.3 | 5.2 | -4.9 | 1.5 | 3.5 | -5.8
COCc1ccc(CN2CCC(n3nccc3NC(=O)CCOc3ccccc3)CC2)o1 | 94.0 | -0.5 | -0.1 | -2.4 | -5.4 | -2.8 | 1.9 | -0.4 | -0.7 | 0.8
CN(C)C(=O)CN1CCN(c2nc3nonc3nc2N2CCCCC2)CC1 | 100.0 | 2.3 | -0.2 | -0.7 | -1.5 | 0.4 | -3.5 | -0.1 | 0.0 | 0.3
Cc1cc(O)cc2c1C(=O)/C(=C/c1ccco1)O2 | 100.0 | 0.6 | 0.0 | 0.0 | -77.6 | -0.9 | 3.2 | -0.4 | 5.3 | -3.3
Cc1ccc2c(C)c(C(=O)NCc3ccc(S(N)(=O)=O)cc3)oc2c1 | 89.0 | -1.1 | 0.9 | -2.6 | -5.0 | -1.9 | -1.6 | -2.5 | -12.2 | -5.2
CCOC(=O)N1CCN(C(=O)CSc2ccc(C(F)(F)F)cc2[N+](=O)[O-])CC1 | 104.0 | -1.5 | -0.1 | -3.3 | -1.9 | 8.5 | -1.0 | 0.1 | -7.9 | -1.8
COC(=O)/C(=C/Nc1ccccc1)[N+](=O)[O-] | 90.0 | 0.8 | 0.0 | 2.5 | -3.0 | -1.0 | 2.6 | -2.2 | 15.4 | 2.2
COc1ccc(OC)c(NC(=S)NCCN2CCOCC2)c1 | 100.0 | 0.2 | -0.3 | -0.3 | -1.1 | 15.7 | 0.9 | 1.8 | -0.8 | -0.5
CSc1n[nH]c(N)c1S(=O)(=O)c1ccc(Cl)cc1 | 99.0 | -0.9 | 0.1 | -1.6 | -19.1 | 0.4 | -10.8 | -0.2 | -2.5 | 7.1
CC1=C(C)/C(=N\OS(=O)(=O)c2ccccc2)C=CC1=O | 92.0 | 4.3 | -1.0 | 3.4 | · | 55.5* | 96.8* | -3.9 | 0.4 | -18.7
CCc1ccc(C2CC(=O)N3CN(c4ccccc4)CSC3=C2C#N)cc1 (stereo unspecified) | 98.0 | 1.5 | -0.1 | 10.0 | -17.1 | -2.0 | -3.8 | -1.8 | · | 2.9
CCC(C)NC(=O)C1CCC(CNS(=O)(=O)c2ccc3c(c2)CC(C)N3C(=O)C2CC2)CC1 (stereo unspecified) | 102.0 | -1.5 | -0.1 | 2.6 | -2.3 | -3.3 | -2.1 | 1.2 | -7.7 | -2.9
CNC(=O)C[C@H]1C(=O)N(c2ccccc2)C[C@@H]1CSC | 98.0 | 4.7 | 0.8 | 0.2 | -6.3 | -3.0 | 2.1 | -1.1 | 4.8 | 2.6
Cc1cccc(NCC(=O)N/N=C\c2cccn2C)c1 | 95.0 | 0.9 | 0.0 | -3.3 | -15.2 | -1.2 | -3.5 | -0.4 | -0.4 | 3.8
Cc1ccc(C)c(S(=O)(=O)N2CCN(C(=O)CCC(=O)NCc3ccc(Cl)cc3Cl)CC2)c1 | 91.0 | -2.1 | 1.7 | -5.0 | -5.0 | 5.6 | 3.9 | -0.5 | 7.4 | 2.3
CCSc1sc(CC)cc1C=O | 99.0 | 1.1 | 0.0 | 1.3 | -6.6 | 3.5 | -0.5 | 4.8 | 11.6 | 0.7
c1cnn(Cc2cnc(N3CCOCC3)s2)c1 | 96.0 | -0.8 | 0.0 | 2.2 | -6.5 | -2.2 | -0.3 | -0.6 | -1.6 | 5.3
CC(=O)C1C(c2ccncc2)NC(=O)NC1(O)C(F)(F)F (stereo unspecified) | 97.0 | 2.5 | -0.2 | 0.7 | -7.7 | 4.2 | -2.6 | 1.0 | 10.1 | 2.4
Cc1cc(C(=O)O)ccc1-c1ccc(/C=C2\SC(=O)N(CC(=O)Nc3ccc4c(c3)OCO4)C2=O)o1 | 94.0 | -1.5 | 0.1 | 3.0 | · | 6.1 | 27.4 | 0.1 | ? | 1.0
CC(=O)c1c(C)[nH]c(C(=O)CSc2ncnc3sc(-c4ccccc4)cc23)c1C | 96.0 | -3.8 | 5.2 | 2.1 | -5.8 | -10.4 | 7.2 | 2.4 | 3.6 | -14.2
NC(=O)COC(=O)CSc1ccc2ccccc2c1 | 98.0 | 1.2 | -0.3 | -4.1 | -6.4 | -3.6 | 6.6 | 0.6 | 5.3 | 5.9
CN(C)S(=O)(=O)c1cccc(C(=O)C2=C3SC=C(c4ccccc4)N3CC2)c1 | 100.0 | 2.9 | -0.1 | -5.0 | -4.0 | -2.3 | -2.5 | -1.8 | 3.2 | -10.0
O=C(N[C@@H]1CCC(=O)N(CC[C@H](Sc2ccccc2)c2ccccc2)CC1)OCc1ccccc1 | 96.0 | -5.4 | 0.8 | -4.3 | -34.5 | -13.1 | -1.7 | -0.2 | 11.3 | -10.6
CCCCn1c(N)c(N(CC(C)C)C(=O)CSCc2cccc(C)c2)c(=O)[nH]c1=O | 96.0 | -0.5 | 0.3 | -6.5 | -2.9 | 12.3 | 2.4 | -0.2 | 4.0 | 6.2
CC(C)CC#Cc1ccc2c(c1)O[C@H](CN(C)C(=O)Cc1ccncc1)[C@H](C)CN([C@H](C)CO)S2(=O)=O | 94.0 | -2.7 | 0.0 | -2.0 | -8.2 | -20.4 | 8.7 | -0.6 | 11.2 | -4.8
Cn1nc(C(C)(C)C)c([N+](=O)[O-])c1C(=O)NC1CCCCC1 | 93.0 | -2.0 | 0.2 | 5.8 | -7.2 | 20.2 | -15.5 | 4.4 | 0.3 | -2.9
Cn1c(=O)c([N+](=O)[O-])c(-n2ccnc2)c2ccccc21 | 97.0 | ? | -0.2 | 2.2 | -1.5 | 2.8 | -0.7 | -1.4 | 6.9 | 21.1
Cc1[nH]c2ccccc2c1/C=N/Nc1ccc([N+](=O)[O-])cc1 | i | -5.0 | 1.7 | -5.2 | -15.5 | i | -2.2 | 0.5 | -38.8 | -11.6
